# pAkt inh = inhibitors of Akt phosphorylation; Neuro2A IGF-stimulated pAkt S473 HTRF, 20 min; active compounds read low; activity change, % for hits at 50 µM; hit rate 0.32% among 360,000; in the data active = activity change below about -80%; inconclusive = mostly about -51% to -80%; note: % is set by controls: 0 for no effect and ±100 for the full control effect
#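 Neuro2A cells (4,500/well, DMEM with 0.5% FBS) were treated with compound at a single 50 µM final concentration, stimulated with 6 nM IGF for 20 min at 37 °C, and lysed. Phospho-Akt Ser473 was read by HTRF as 665/615 ratio ×10^4.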
# A549 tox = kills or reduces viability of A549 cells in Nrf2 counter-screen. A549 ARE-Fluc cells, CellTiter-Fluor viability, 18-24 h. hit rate 0.16% among 390,000. Potency, µM (top dose mostly 46 µM), without a hit: top-dose activity change, negative = cytotoxicity, usual class: inhibitors; note: potency is the fitted concentration of half-maximal effect; % is set by controls: 0 for no effect and ±100 for the full control effect
#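 A549 ARE-Fluc cells in 5% FBS OPTI-MEM, 5000 cells/well, rested 2 h then exposed to compounds in concentration-response for 18-24 h at 37 °C. Viability by CellTiter-Fluor fluorescence (Ex 405/Em 525) after 30 min; luciferase luminescence (BugLite, 15 min, RT) read afterwards.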
# Nrf2 activator = activators of Nrf2 (ARE) signaling; AREc32 ARE-luciferase reporter (MCF7-derived line), luminescence, 24 h; Potency, µM (top dose mostly 46.1 µM), without a hit: at the top dose activation, actives largely listed as activators; hit rate 0.31% among 410,000; note: potency is the fitted concentration of half-maximal effect; % of control where 0% means no effect; nearly all actives have a fitted effect of over 65% in size
#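 AREc32 cells carrying an ARE-driven firefly luciferase, 1000 cells/well in OPTI-MEM with 5% FBS, dosed after overnight attachment and incubated 24 hr at 37 deg C. Steady-Glo luminescence read after 30 min at RT.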
# MmCpn inh = inhibitors of Methanococcus maripaludis chaperonin (MmCpn). purified Mm-Cpn ATPase, ADP Transcreener TR-FRET. Potency, µM (doses to about 76.9 µM), for the others: at the top dose activity, negative = inhibition, hits mostly inhibitors. hit rate 0.031% among 330,000. AID 504842; note: potency is the fitted concentration of half-maximal effect; % is set by controls: 0 for no effect and ±100 for the full control effect; nearly all actives have a fitted effect of over 80% in size
#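 ATP (10 uM final) was added to archaeal chaperonin (25 nM final) after 10 min exposure to test compound at 37°C; after 30 min further incubation, ADP was detected by competitive TR-FRET.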
# Abeta yeast res = A-beta toxicity reversal in yeast | yeast expressing A-beta42, growth rescue, OD600, 48 h; response scale: 0% DMSO, 100% iron-clioquinol control | Potency, µM (highest dose often 46.1 µM), without a hit: top-dose growth rescue, most hits filed as activators | hit rate 0.063% among 410,000 | AID 1347071; note: potency is the fitted concentration of half-maximal effect; nearly all actives have a fitted effect of over 55% in size
#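 Growth rescue measured by 600 nm absorbance after 48 h yeast culture at 30 C with compound. Values normalized between DMSO and an equimolar ferric chloride plus clioquinol control.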
# HepG2 viability = counter-screen for TGF-b inhibitors: cytotoxicity in HepG2 cells. HepG2 CAGA-GFP viability, ATP luminescence, 18 h. Potency, µM (doses to about 46.1 µM), for inactives: at the highest dose activity change, negative = cytotoxicity, most hits filed as cytotoxic. hit rate 0.76% among 410,000; note: potency is the fitted concentration of half-maximal effect; some results filed as inactive show a strong effect at the top dose
#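 CellTiter-Glo luminescence gave cytotoxicity after 18 hours at 37 degrees C. The cells were HepG2 CAGA-GFP in 1% FBS DMEM, stimulated with 500 pg/mL TGF-beta after compound addition. %Activity was normalised to no-cell wells (complete cell-killing) and DMSO (no toxicity), and curves were fitted and classified.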
# TGFb SMAD3 inh = blocks TGF-b signaling; AID 588855; hit rate 1.2% among 410,000; Potency, µM (top dose mostly 46.1 µM), inactives show at the highest dose activity, negative = inhibition, usual class: inhibitors; HepG2 CAGA-GFP TGF-b/SMAD3 reporter, GFP fluorescence, 18 h; TGF-beta stimulated, 500 pg/mL final; note: potency is the fitted concentration of half-maximal effect; % is set by controls: 0 for no effect and ±100 for the full control effect; nearly all actives have a fitted effect of over 65% in size
#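 Smad-responsive CAGA-GFP expression was quantified in HEPG2 cells exposed to compounds and 500 pg/mL final TGF-beta for 18 h at 37 degrees C; unstimulated wells defined full inhibition.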
# Nrf2 inh = inhibitors of Nrf2 signaling | AID 504444 | A549 ARE-Fluc reporter, luciferase luminescence, 18-24 h | Potency, µM (series often up to 46 µM), inactives show top-dose activity change, negative = inhibition, actives largely listed as inhibitors | hit rate 2.1% among 360,000; note: potency is the fitted concentration of half-maximal effect; % is set by controls: 0 for no effect and ±100 for the full control effect; nearly all actives have a fitted effect of over 60% in size
#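 Cells were seeded and rested 2 h, then exposed to compounds for 18-24 h. CellTiter-Fluor was read first as a viability measure. BugLite was added 15 min before the final luminescent read of ARE-luciferase activity in A549 cells.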
# CCT modulator = cytosolic chaperonin activity modulation. purified chaperonin ATPase assay, HTRF ADP detection, 30 min. activity change, % (no concentration beside the values), hits read low. hit rate 0.3% among 360,000. AID 651819; in the data active = activity change below about -30%; note: % is set by controls: 0 for no effect and ±100 for the full control effect
#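 TRiC at 40 or 20 nM final (batch-dependent) in 30 mM Tris pH 7.4, 100 mM KCl, 5 mM MgCl2, 1 mM DTT, with compound at single 76 uM and 10 uM ATP, 30 min at 37 deg C. ADP detected by HTRF Transcreener, 665/615 ratio.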
# Active calls of the source: *; i = inactive; ? = inconclusive; . = not tested or not shown; [ ] = dose if it differs, or a comment. Unless noted, calls come from the whole dose curve; as a rule, active = well fitted curve in the direction sought with a large enough effect; inconclusive = small, poorly fitted or top-dose-only effect, or another doubt; inactive = no such curve, though single readings can be large; an effect the other way counts as inactive or inconclusive. Rows were taken by chance; 4.3% or so of the library scored in one or more.
Molecule	Nrf2 activator	A549 tox	HepG2 viability	TGFb SMAD3 inh	Nrf2 inh	pAkt inh	CCT modulator	MmCpn inh	Abeta yeast res
CNC(=O)CSc1nc2[nH]ncc2c(=O)[nH]1	-0.6%	-1%	11%	5%	4%	i	-1.7	-1%	-9%
Cn1nc(C(F)(F)F)c(-c2cccc(C(F)(F)F)c2)c1NC(=O)c1ccco1	-1.0%	-4%	-23%	0%	-5%	i	-2.2	-5%	2%
Cc1ccc(CCNC(=O)c2ccc3c(=O)n(-c4ccccc4)c(=O)[nH]c3c2)cc1	0.6%	-23%	4%	-17%	-1%[9.27 µM]	.	.	.	-4%
Cc1ccc(NC(=O)C2CCCN2S(=O)(=O)c2ccc3c(c2)n(C)c(=O)c(=O)n3C)c(C)c1 (stereo unspecified)	-0.5%	3%	17%	13%	2%	i	0.7	1%	-2%
CC(=O)c1cc(CC=C(C)C)c(O)c(CC=C(C)C)c1O	-0.8%	-4%	-43%	-28%	14%	i	-5.0	-1%	3%
Cc1cc2nc(-c3ccc(OCc4ccccc4)cc3)cc(C(F)(F)F)n2n1	-0.8%	1%	-42%	1%	4%	.	.	.	-2%
CCC(C)NS(=O)(=O)c1ccc(OCC(=O)NCc2cccnc2)cc1 (stereo unspecified)	0.1%	?	-13%	8%	-21%	i	-0.7	1%	1%
Cc1ccc(NC(=O)c2c(C)cc(C)nc2SCC(=O)Nc2ccc(Br)cc2)cc1	1.8%	-14%	-13%	?	?	.	.	.	-3%
O=C(CCCCC(=O)OCC1COCO1)OCC1COCO1 (stereo unspecified)	-0.4%	-2%	0%	10%	-6%	i	-0.8	.	7%
CS(=O)(=O)NN1C(=O)c2ccccc2NC1c1ccccc1 (stereo unspecified)	-0.3%	6%	-21%	-6%	-26%	i	-2.0	-2%	4%
Cc1cccc(C(=O)Nc2cccc(C(=O)OCc3cc(=O)n4c5c(sc4n3)CCCC5)c2)c1	5.6%	0%	-25%	-8%	.	.	.	.	-10%
CC(C)(O)C#Cc1ccc(C(=O)N2CCN(c3ccc(Cl)cc3)CC2)cc1	2.7%	6%	10%	?	?	i	-1.7	1%	?
CN=C1NN=C(c2cc(C)n(-c3ccc(Cl)cc3)c2C)CS1	3.1%	1%	-21%	-13%	?	i	-1.7	-6%	-4%
CCOC(=O)C1CCN(S(=O)(=O)c2ccc(-c3ccccn3)s2)CC1	0.5%	1%	-3%	-19%	5%	i	0.4	1%	1%
OC1(c2ccc3c(c2)OCO3)CCN(Cc2ccccn2)CC1	-0.1%	-2%	-11%	32%	6%	i	-1.5	0%	7%
CSc1ccc(/C=C(/NC(=O)c2ccco2)C(=O)N2CCCCCC2)cc1	-0.9%	-10%	-15%	-9%	0%	i	-0.8	0%	3%
COc1ccccc1NC(=O)Nc1nc(CC(=O)Nc2ccc(OC)c(OC)c2)cs1	0.6%	11%	-5%	20%	-4%	i	-0.7	0%	4%
O=C(Nc1nc(-c2ccccc2)c(C(=O)c2ccccc2)s1)c1ccc(S(=O)(=O)N2CCCC2)cc1	0.1%	-3%	11%	?	-3%	i	-0.2	-4%	-6%
Cc1nc2nc(NC(=O)c3ccc(Cl)cc3)[nH]n2c(=O)c1Cc1ccccc1	-1.3%	-4%	0%	-22%	4%	.	.	.	-20%
O=C(CSc1ccncc1)Nc1ccc2ccccc2c1	0.8%	-3%	2%	-1%	-5%	i	-0.7	-1%	2%
O=C1CCCCC(=O)[C@H](OC(=O)c2ccccc2)C[C@H](c2ccccc2)O1	-1.0%	.	.	.	.	i	0.4	.	-13%
CN1C2CCC1CC(NC(=O)c1cccc(C(F)(F)F)c1)C2 (stereo unspecified)	0.2%	-5%	0%	-3%	0%	i	-3.7	2%	8%
CCOC(=O)c1ccc(NC(=O)CSc2nnc(CNC(=O)c3ccco3)o2)cc1	0.1%	7%	-9%	14%	0%	i	-3.7	0%	2%
O=S(=O)(Nc1ccc(S(=O)(=O)Nc2ncccn2)cc1)c1ccccc1	-0.2%	-3%	1%	16%	-4%	i	-0.2	-3%	2%
Cc1ccccc1C(=O)c1cccn1CC(=O)NCCCN1CC(C)CC(C)C1 (stereo unspecified)	0.6%	-5%	-28%	8%	?	i	-0.5	-1%	0%
CCN(Cc1ccccc1)S(=O)(=O)c1c(C)[nH]c(C)c1C(=O)N1CCCC1	0.0%	-1%	7%	-17%	-21%	i	0.2	0%	-17%
CCN(c1ccccc1)S(=O)(=O)c1cc(Br)cc2c1N(C(=O)C1CC1)CC2	-1.0%	0%	-21%	?	-1%[9.27 µM]	.	.	.	-7%
O=C(Nc1nc2ccccc2[nH]1)c1cccc([N+](=O)[O-])c1	?	-8%	-21%	-1%	?	i	-3.0	-3%	-6%
CC(C)OCCCNC(=O)CN1CCN(Cc2ccccc2Cl)C1=O	-0.2%	-4%	3%	2%	?	i	-0.1	1%	-8%
CCCCC(=O)N(C)c1c(CC)nc2c(OCCOc3ccccc3)cccn12	2.9%	.	-10%	-10%	.	.	0.1	.	-17%
Cn1c(-c2cccc([N+](=O)[O-])c2)cnc1NCc1cccc([N+](=O)[O-])c1	-0.3%	-8%	-20%	-5%	-26%	i	0.8	0%	-6%
CC(C)CC(=O)NCCNC(=O)c1cc(OCC(F)(F)F)ccc1OCC(F)(F)F	-0.7%	0%	-4%	-5%	9%	i	-2.7	0%	-7%
CC(=O)N1CCN(c2ccccc2NC(=O)c2ccc(C#N)cc2F)CC1	0.2%	-1%	-25%	10%	-15%	i	-0.6	?	-2%
O=C(O)CCC(=O)N1CCN(S(=O)(=O)c2cccs2)CC1	-0.1%	0%	-10%	?	11%	i	-0.3	0%	-7%
Cc1cccc(CC2CC(=O)N(c3ccc(C)cc3Br)C2=O)c1 (stereo unspecified)	0.4%	-6%	-23%	-19%	-22%	i	0.9	1%	?
Cc1csc(NC(=O)CSC2=NS(=O)(=O)c3ccccc3N2)n1	-0.7%	-3%	1%	-7%	5%	i	-0.5	1%	-4%
O=C(COc1ccccc1Cl)N1CCCCCCC1	0.4%	-1%	2%	23%	5%	i	-1.4	-2%	2%
O=c1c(-c2ccco2)[n+]([O-])c2ccccc2n1OCc1ccccn1	?	-6%	-1%	-6%	-4%	i	-0.5	-2%	-7%
CCCCNCCOc1ccccc1-c1ccccc1	-0.1%	-2%	-29%	0%	-5%	i	-2.0	0%	4%
Cc1ccc(C)c(NC(=S)NC(=O)c2cncc(Br)c2)c1	0.4%	11%	19%	-7%	2%	i	-0.2	.	?
O=C(c1cc2c(=O)oc3ccccc3c2s1)N1CCN(c2cccc(Cl)c2)CC1	2.0%	2%	19%	15%	-4%[9.27 µM]	.	.	.	-24%
CC1=NN(S(=O)(=O)c2ccc(F)cc2)C(=O)c2ccccc2O1	2.0%	12%	8%	-14%	1%	i	1.4	5%	-2%
C=CCn1c(-c2cccnc2Cl)nc2ccccc21	-0.6%	7%	21%	-4%	-2%	i	0.1	?	-11%
Cc1cccc(N2CCN(CC3CCCCC3)CC2)c1C	-1.2%	3%	-50%	-30%	-11%	i	-0.6	-1%	8%
CCC1=NN(C(=O)c2ccccc2[N+](=O)[O-])C(O)(c2ccccc2)C1 (stereo unspecified)	0.4%	.	-2%	?	.	i	-1.2	.	5%
COc1ccc(S(=O)(=O)N2CCOCC2)cc1NC(=O)C1CCCN1C(=O)c1cccs1 (stereo unspecified)	-0.5%	27%	4%	-14%	-3%	i	-5.3	-2%	-17%
O=C(Nc1cccc(S(=O)(=O)N2CCCCC2)c1)C1CC(=O)N(Cc2ccccc2)C1 (stereo unspecified)	0.4%	-12%	-29%	-28%	?	i	-0.2	0%	17%
CC(C)Cn1c(SCC(=O)NCc2ccco2)nnc1-c1ccncc1	-0.7%	-4%	0%	?	-5%	i	-1.7	1%	-7%

# Ordered by the number under TGFb SMAD3 inh (low to high): 3 from the list above
Compound,TGFb SMAD3 inh
O=c1c(-c2ccco2)[n+]([O-])c2ccccc2n1OCc1ccccn1,-6%
C=CCn1c(-c2cccnc2Cl)nc2ccccc21,-4%
CCCCNCCOc1ccccc1-c1ccccc1,0%

# (listing goes on)
Molecule	Nrf2 activator	A549 tox	HepG2 viability	TGFb SMAD3 inh	Nrf2 inh	pAkt inh	CCT modulator	MmCpn inh	Abeta yeast res
CCOc1ccc(CCNC(=O)COC(=O)C2CCN(S(=O)(=O)c3ccccc3)CC2)cc1OCC	0.3%	-2%	-39%	8%	2%	i	-3.1	.	8%
Cc1cccc(CCNC(=O)C2CC(O)CN2C(=O)Nc2ccccc2)c1 (stereo unspecified)	-0.3%	.	-42%	-13%	.	i	1.9	.	-5%
CC1(C)CC(=O)C([N+](=O)[O-])=C(NCCCC(=O)O)C1	-0.1%	-1%	4%	11%	9%	i	-0.4	4%	13%
COc1cccc(CN(C)C(=O)CNC(=O)c2cccs2)c1OC	0.0%	-7%	-3%	-5%	21%	i	-1.6	1%	1%
COc1ccccc1CCNC(=O)C(=O)NCC(c1cccs1)S(=O)(=O)c1ccc(C)cc1 (stereo unspecified)	7.3%	4%	-11%	-6%	.	.	.	.	-9%
COc1ccccc1CNC(=O)CN1CCN(c2ccc(C(C)=O)cc2)CC1	0.1%	13%	11%	2%	6%	i	-0.1	-4%	-12%
COC(=O)C1=C(C)N(CCCC(=O)O)C(=O)NC1c1ccc2c(c1)OCO2 (stereo unspecified)	-1.4%	0%	-4%	?	4%	i	0.6	.	7%

# Screening results: PubChem, National Center for Advancing Translational Sciences (NCATS)
